High-throughput results as filed in PubChem.
PAX8 inh HTS = inhibitors of PAX8-driven TPO luciferase reporter, primary screen, RMG-I cells, single concentration | inhibition, % at 12.6 µM | 360,000 compounds, 1.2% hits | SteadyGlo, 24 h | AID 652154, 2013;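 active means mean replicate inhibition at least 60% with every replicate also reaching 60%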;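 further: luciferase light reporting Pax8 driven TPO promoter activity; plate controls were median of neutral control wells for no effect and mitoxantrone controls for full effect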
PGC1a acetyl inh = inhibitors of PGC1a acetylation signal, primary screen, cell-based, U2OS, AlphaScreen, inhibitor mode; AlphaScreen anti-acetyl-lysine; with virally co-expressed GCN5 acetyltransferase; inhibition, % at 15.6 µM; 350,000 compounds, 0.17% hits; AID 651687, 2012;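 active means every replicate shows inhibition of at least 40%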;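 further: 0% = neutral control wells and 100% = positive control wells; some results beyond the cut were filed as inactive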
EWS-Fli inh = EWS/Fli-driven NR0B1 reporter inhibitors, primary screen, A673 cells, NR0B1 luciferase, luminescence, MLPCN library. viability-normalised. 350,000 compounds, 0.67% hits. inhibition, % at 12.6 µM;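 active means mean inhibition of at least 50% after viability correction, with every replicate also passing that limit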;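 further: firefly luciferase signal divided by Alamar Blue viability fluorescence both relative to DMSO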
S100A4 MyoIIA = inhibitors of S100A4-myosin IIA peptide binding, primary screen, biochemical, fluorescence polarization, TAMRA-MyoIIA peptide; Protein S100-A4 (Homo sapiens), P26447; 360,000 compounds, 0.14% hits; inhibition, % at 10.7 µM;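 active means mean inhibition of at least 70% across replicates, with every replicate also reaching that level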
Target sequence (P26447 whole entry, looked up): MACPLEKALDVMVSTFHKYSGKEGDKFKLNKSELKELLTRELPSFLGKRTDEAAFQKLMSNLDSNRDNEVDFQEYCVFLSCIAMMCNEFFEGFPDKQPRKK
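assay system = human S100A4 monomer with TAMRA-labelled myosin IIA peptide | also added = labelled myosin peptide probe, 5 nM | incubation = 5 min between mix addition and reading | control set = DMSO and TFP controls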
FN deposit inh = inhibitors of fibronectin matrix deposition, primary screen, AH1F cells, Alexa488-fibronectin fluorescence, plate reader; AH1F fibroblasts, overnight; 350,000 compounds, 0.086% hits; inhibition, % at 12.6 µM; AID 743247, 2014;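 active means mean inhibition across replicates of 30% or more, regardless of how many single replicates reach that level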;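 further: positive control wells lacked labelled fibronectin entirely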
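Assay system: AH1F fibroblasts assembling fluorescent fibronectin matrix; Amount: 10000 AH1F cells per well; Buffer or medium: DMEM, 2% serum; Probe or stimulus: Alexa488-fibronectin, 24 nM final in well; Doses: single compound dose, delivered by pin transfer; Incubation: 1 h adhesion, overnight exposure; Measured by: fluorescence 485/525 nm; Read-out: fibronectin deposition inhibition.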
LGR2 antag = inhibitors of bursicon-induced LGR2 CRE-luciferase signal, primary screen, cell-based, HEK293, CRE-luciferase reporter, bursicon stimulation; bursicon-stimulated, 4 h; inhibition, % at 9.99 µM; Drosophila bursicon receptor LGR2 (rickets); 380,000 compounds, 0.35% hits;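 active means drop in luminescence signal, shown as inhibition above about 50% in the replicate tests, limit read from the data, passing the limit was not always enough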;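 further: agonist challenge used bursicon conditioned medium at about half maximal strength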
ERAP1 HTS inh = human ERAP1 aminopeptidase inhibitors, primary screen, biochemical, single point, plate reader; AID 652197, 2013; recombinant ERAP1, Leu-AMC fluorescence, 60 min; 340,000 compounds, 0.15% hits; Endoplasmic reticulum aminopeptidase 1 (Homo sapiens), Q9NZ08; inhibition, % at 10.7 µM;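 active means mean replicate inhibition of at least 30%, or all replicates individually reaching that 30% level; inactive means mean below 30% and not every replicate reaching it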;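 further: 0% = neutral control wells and 100% = L-leucinethiol positive control wells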
Target sequence (Q9NZ08 whole entry, looked up): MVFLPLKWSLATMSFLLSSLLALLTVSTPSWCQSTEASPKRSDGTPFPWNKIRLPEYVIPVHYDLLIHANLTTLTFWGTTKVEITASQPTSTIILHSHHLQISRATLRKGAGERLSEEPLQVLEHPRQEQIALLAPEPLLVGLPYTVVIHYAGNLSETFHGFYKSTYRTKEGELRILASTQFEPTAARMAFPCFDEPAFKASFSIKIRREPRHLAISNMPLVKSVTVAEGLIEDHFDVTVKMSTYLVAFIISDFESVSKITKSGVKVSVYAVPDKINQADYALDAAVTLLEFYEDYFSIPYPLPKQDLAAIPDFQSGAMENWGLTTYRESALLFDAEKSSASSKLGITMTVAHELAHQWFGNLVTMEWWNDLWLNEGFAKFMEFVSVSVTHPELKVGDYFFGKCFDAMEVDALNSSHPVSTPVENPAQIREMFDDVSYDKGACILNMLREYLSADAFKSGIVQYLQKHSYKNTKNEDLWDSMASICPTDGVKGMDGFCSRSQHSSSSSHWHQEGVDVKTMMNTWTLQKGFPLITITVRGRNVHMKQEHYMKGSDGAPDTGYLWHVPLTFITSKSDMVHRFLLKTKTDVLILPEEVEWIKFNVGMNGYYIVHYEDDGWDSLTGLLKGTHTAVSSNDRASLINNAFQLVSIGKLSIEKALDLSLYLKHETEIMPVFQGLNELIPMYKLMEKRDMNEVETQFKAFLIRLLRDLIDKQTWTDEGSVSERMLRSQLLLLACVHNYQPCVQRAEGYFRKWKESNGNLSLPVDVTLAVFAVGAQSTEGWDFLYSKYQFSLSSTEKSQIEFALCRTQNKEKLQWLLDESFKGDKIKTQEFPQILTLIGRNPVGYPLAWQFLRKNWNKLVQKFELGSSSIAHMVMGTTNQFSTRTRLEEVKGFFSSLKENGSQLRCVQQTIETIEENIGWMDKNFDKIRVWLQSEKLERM
PglD DTNB = C. jejuni PglD acetyltransferase inhibitors, primary screen, biochemical, DTNB colorimetric, single point | UDP-N-acetylbacillosamine N-acetyltransferase PglD (Campylobacter jejuni) | purified PglD enzyme, DTNB colorimetric CoA detection | inhibition, % at 12.5 µM | 360,000 compounds, 0.098% hits; in the data active means inhibition above about 16%, passing the limit was not always enough; further: strong numbers were not always called active
* hit, by the source's call; x = not tested or not shown.

cpd	Structure	PAX8 inh HTS	PGC1a acetyl inh	EWS-Fli inh	S100A4 MyoIIA	FN deposit inh	LGR2 antag	ERAP1 HTS inh	PglD DTNB
1	CN(C)c1cccc(NC(=O)C2(C)Cc3c(-c4cccnc4)ccnc3O2)c1 (stereo unspecified)	-1	4	-8	-2	-1	7	-1	3
2	CN(C(=O)CN1CCC(NC(=O)C2CCCCC2)CC1)C1CCCCC1	7	11	x	x	3	x	x	-2
3	COc1cccc(NC(=O)CN(C)C(=O)Cn2[nH]c(=O)c3ccccc3c2=O)c1	19	x	9	33	4	-2	1	-1
4	COc1ccc(-c2cnc3c(c2)C(=O)N([C@H](C)CO)C[C@H](C)[C@H](CN(C)C(=O)NC(C)C)O3)cc1	x	6	-4	-14	x	8	0	-3
5	CC(=O)Nc1ccc(NC(=O)C(C)OC(=O)C2(c3ccccc3F)CCCC2)cc1 (stereo unspecified)	25	x	-3	0	-1	17	0	3
6	CC(=O)c1ccc(NC(=O)COC(=O)C2CCN(S(=O)(=O)c3cccs3)CC2)cc1	1	x	0	-6	0	-19	5	1
7	CCOC(=O)Cc1nc2cc(Cl)ccc2o1	0	2	3	-4	-16	5	-2	x
8	CC(C)n1cc(C(=O)NC2CC(C)(C)Cc3c2cnn3-c2ccccc2)cn1 (stereo unspecified)	3	x	x	25	8	-6	1	-3

(cont.)
cpd	Structure	PAX8 inh HTS	PGC1a acetyl inh	EWS-Fli inh	S100A4 MyoIIA	FN deposit inh	LGR2 antag	ERAP1 HTS inh	PglD DTNB
9	O=C(Nc1ccc(F)cc1)N[C@@H]1CC[C@@H](CCNS(=O)(=O)c2cccc(Cl)c2)O[C@H]1CO	20	-2	5	0	4	-10	-1	0
10	O=C(COc1ccc(Br)cc1)OCC(=O)c1ccc[nH]1	-12	-5	-11	-1	3	3	-2	1
11	CCNC(=S)N/N=C(\C)c1ccc2ccccc2c1OC(F)F	10	-6	23	0	x	-6	0	x
12	O=C(N/C(=C/c1ccc(Br)cc1)C(=O)N1CCCC1)c1ccccc1F	-11	12	11	2	4	x	-7	5
13	C[C@@H]1CN([C@@H](C)CO)C(=O)Cc2cc(NC(=O)CCCCCC(=O)Nc3ccccc3N)ccc2O[C@@H]1CN(C)S(=O)(=O)c1ccc(F)cc1	-8	-2	16	1	x	-5	-1	0
14	CC(NC(=O)COC(=O)c1cccs1)c1ccccc1 (stereo unspecified)	-9	-2	-14	-5	7	-10	-1	-1
15	COc1cc(S(=O)(=O)N2CCCCCC2)ccc1-n1cnnn1	x	0	2	-2	x	-6	-2	0
16	N#CC1=C2SCC(O)(c3ccccc3)N2C(=O)CC1c1cccs1 (stereo unspecified)	x	7	41	1	x	-2	4	-2

Values in list order from the entries so far:
FN deposit inh for nos. 1–9: -1, 3, 4, x, -1, 0, -16, 8, 4

(cont.)
cpd	Structure	PAX8 inh HTS	PGC1a acetyl inh	EWS-Fli inh	S100A4 MyoIIA	FN deposit inh	LGR2 antag	ERAP1 HTS inh	PglD DTNB
17	Cc1cccc(OCC(=O)NN2C(=O)C3C4C=CC(O4)C3C2=O)c1 (stereo unspecified)	3	34	0	0	4	-6	-3	x
18	CCOc1ccc(-n2c(SCC(N)=O)nc3c([nH]c4ccccc43)c2=O)cc1	27	-4	9	4	x	3	4	-4
19	COc1ccccc1-c1cnc2c(c1)C(=O)N([C@H](C)CO)C[C@H](C)[C@H](CN(C)C(=O)CN(C)C)O2	x	5	0	8	6	-25	2	2
20	COc1ncc(-c2ccc(N3C(c4ccsc4)=Cc4ccc(F)cc4C3CC(C)=O)cc2)cn1 (stereo unspecified)	33	x	10	-5	0	0	0	x
21	COC(=O)C(C)Sc1ccc2nnc(CCNS(=O)(=O)c3ccccc3)n2n1 (stereo unspecified)	0	-2	0	7	x	-6	-4	x
22	O=C(C[C@H]1C[C@H](C(=O)N2CCCCC2)[C@@]2(CCc3ccccc3)c3[nH]c4cc(-c5ccco5)ccc4c3CCN2C1=O)NCCN1CCOCC1	9	-5	5	0	10	1	2	4
23	O=C1OCCN1C(=O)[C@H]1[C@H](c2ccccc2)C(c2ccccc2)=NN1c1ccccc1	-6	-6	1	-2	-8	9	x	-2
24	C[C@@H]1CCCCO[C@@H](CN(C)C(=O)c2ccccc2)[C@@H](C)CN([C@@H](C)CO)C(=O)c2cc(NC(=O)c3ccccc3)ccc2O1	14	0	x	-8	-2	8	0	-1

Additional records
cpd	Structure	PAX8 inh HTS	PGC1a acetyl inh	EWS-Fli inh	S100A4 MyoIIA	FN deposit inh	LGR2 antag	ERAP1 HTS inh	PglD DTNB
25	Cc1ccc(S(=O)(=O)N(Cc2ccccc2)c2ccccn2)cc1[N+](=O)[O-]	2	x	14	-1	-8	-1	-1	-6
26	O=C(Nc1ccc(COc2ccccc2)cc1)c1cccc([N+](=O)[O-])c1	-13	x	-17	10	14	-32	2	x
27	CCNC(=O)Nc1ccc2c(c1)C(=O)N(C)[C@@H]1CC[C@@H](CC(=O)NCc3ccc(F)cc3)O[C@H]1CO2	6	5	7	-36	-17	-8	5	63
28	O=C(CSc1nc(=O)n(Cc2ccccn2)c2c1CCC2)Nc1ccc(F)cc1F	22	x	-2	0	0	2	-1	-3
29	CCOc1ccccc1C(=O)NCC(=O)Nc1ncccc1C	-11	3	-2	-1	2	0	2	0
30	C[C@@H]1CN([C@H](C)CO)C(=O)Cc2cc(NC(=O)C3CCCCC3)ccc2O[C@@H]1CN(C)C(=O)Nc1ccc2c(c1)OCO2	x	-4	-29	19	x	-6	-1	-3
31	Cc1nn(C(C)C)c(C)c1CN1CCCC(C(=O)c2cccc(OC(C)C)c2)C1 (stereo unspecified)	10	x	9	-2	x	17	-3	x
32	CC(OC(=O)C1CCN(S(=O)(=O)c2ccc3c(c2)OCCO3)CC1)C(=O)N(C)c1ccccc1 (stereo unspecified)	13	17	8	4	10	-18	3	4

Following part.
cpd	Structure	PAX8 inh HTS	PGC1a acetyl inh	EWS-Fli inh	S100A4 MyoIIA	FN deposit inh	LGR2 antag	ERAP1 HTS inh	PglD DTNB
33	O=C1c2ccccc2C(=O)N1CCCn1nnc(-c2ccc(N3CCOCC3)cc2)n1	x	21	x	x	-4	-12	x	-1
34	COc1ccccc1NC(=O)c1cnc(SCC(=O)NCC2CCCO2)n(C)c1=O (stereo unspecified)	3	-3	11	0	-5	4	3	-2
35	CC(C)NC(=O)N(C)C[C@@H]1Oc2cc(C#C[C@H](C)O)ccc2S(=O)(=O)N([C@H](C)CO)C[C@H]1C	-16	-4	-4	8	1	3	2	0
36	O=C(Nc1ccccc1Br)C1CCN(S(=O)(=O)c2cccs2)CC1	-9	-10	-7	6	x	-2	-1	-8
37	CCCCc1cc(=O)oc2cc(C)cc(OCC(=O)N[C@@H](CSCc3ccccc3)C(=O)O)c12	x	13	8	-2	x	x	16	1
38	O=C(N/N=C/C=C\c1ccc([N+](=O)[O-])cc1)c1cccnc1	13	-1	-1	-5	-2	-6	0	-6
39	Clc1ccccc1OCCn1ccnc1	x	-12	7	-8	x	-3	-2	0
40	COc1ccc(NC(=O)c2cc(S(=O)(=O)N3CCCCC3)c[nH]2)cc1	8	-8	-17	1	-2	-7	x	0

(listing goes on)
cpd	Structure	PAX8 inh HTS	PGC1a acetyl inh	EWS-Fli inh	S100A4 MyoIIA	FN deposit inh	LGR2 antag	ERAP1 HTS inh	PglD DTNB
41	COc1ccc(CN(C)C[C@@H]2OCCCC[C@@H](C)Oc3ccc(NS(C)(=O)=O)cc3C(=O)N([C@H](C)CO)C[C@@H]2C)cc1	-21	-85	-1	4	x	-14	-4	-1
42	O=C(NCC1CC1)[C@@H]1[C@@H](CO)[C@@H]2Cn3c(ccc(-c4cccnc4)c3=O)[C@H]1N2C(=O)C1CC1	x	x	-2	-2	x	-1	0	39
43	COc1ccc(-c2cc(NC(C)=O)c3ncc(-c4cccc(C(F)(F)F)c4)n3c2)c(OC)c1	7	-3	-4	-9	10	-5	0	-2
44	C[C@@H]1CN([C@H](C)CO)C(=O)c2cccc(NC(=O)c3cnccn3)c2O[C@H]1CN(C)C(=O)Nc1ccc(C(F)(F)F)cc1	4	2	-1	-17	2	2	0	7
45	CC1Oc2ccccc2N(Cc2cccc(F)c2)C1=O (stereo unspecified)	-6	-2	-6	-4	6	-4	5	3
46	O=C(O)CCSC1CC(=O)N(c2ccccc2)C1=O (stereo unspecified)	-12	x	-16	0	4	4	1	x
47	CC(=O)N1c2ccc(S(=O)(=O)N3CCCCC3)cc2CC1C(=O)NCc1ccc(N(C)C)cc1 (stereo unspecified)	6	-17	x	2	-2	-2	2	-2
48	O=C(Nc1ccccc1C(=O)O)c1cccc(NC(=O)c2ccccc2Br)c1	0	-7	3	3	5	-4	-10	-3

Complete entries as entered above. Values in the order: PAX8 inh HTS | PGC1a acetyl inh | EWS-Fli inh | S100A4 MyoIIA | FN deposit inh | LGR2 antag | ERAP1 HTS inh | PglD DTNB
`O=C(O)CCSC1CC(=O)N(c2ccccc2)C1=O` (stereo unspecified) is entered as -12 | x | -16 | 0 | 4 | 4 | 1 | x
`COc1ccc(-c2cc(NC(C)=O)c3ncc(-c4cccc(C(F)(F)F)c4)n3c2)c(OC)c1` is entered as 7 | -3 | -4 | -9 | 10 | -5 | 0 | -2
`C[C@@H]1CN([C@H](C)CO)C(=O)c2cccc(NC(=O)c3cnccn3)c2O[C@H]1CN(C)C(=O)Nc1ccc(C(F)(F)F)cc1` is entered as 4 | 2 | -1 | -17 | 2 | 2 | 0 | 7
`O=C(Nc1ccccc1C(=O)O)c1cccc(NC(=O)c2ccccc2Br)c1` is entered as 0 | -7 | 3 | 3 | 5 | -4 | -10 | -3
`O=C(NCC1CC1)[C@@H]1[C@@H](CO)[C@@H]2Cn3c(ccc(-c4cccnc4)c3=O)[C@H]1N2C(=O)C1CC1` is entered as x | x | -2 | -2 | x | -1 | 0 | 39

Other results:
cpd	Structure	PAX8 inh HTS	PGC1a acetyl inh	EWS-Fli inh	S100A4 MyoIIA	FN deposit inh	LGR2 antag	ERAP1 HTS inh	PglD DTNB
49	C[C@H](CO)N1C[C@H](C)[C@@H](CN(C)C(=O)Nc2ccccc2)Oc2ccc(NC(=O)Nc3ccc(F)cc3)cc2C1=O	x	-5	-4	-1	x	21	-1	5
50	COc1ccccc1C(=O)NC(CCSC)C(=O)NCC(c1cccs1)N(C)C (stereo unspecified)	-3	x	-4	-1	1	-4	2	x
51	C[C@H]1CN([C@@H](C)CO)C(=O)Cc2cc(NC(=O)C3CCCCC3)ccc2O[C@@H]1CN(C)S(=O)(=O)c1ccccc1	x	2	-7	-2	x	28	0	-4
52	O=C(CNC(=O)c1cccc(F)c1)N/N=C/c1cc(Br)ccc1OCc1ccccc1	-28	x	-27	1	x	-6	1	x
53	Cc1ccc(NC(=O)c2ccc3nccnc3c2)c(C)c1	-172	-16	-87	-19	-1	-14	0	-1
